Source: PubChem (National Center for Advancing Translational Sciences (NCATS))
RECQ1 helicase: qHTS Assay for Inhibitors of RecQ-Like Dna Helicase 1 (RECQ1); ATP-dependent DNA helicase Q1 (Homo sapiens), P46063; RECQ1 DNA unwinding, red fluorescence kinetic read; Potency, µM (top dose mostly 57.3 µM), for the others: at the top dose activity, negative = inhibition, usual class: inhibitors; 240,000 tested, 0.54% active; AID 2549, 2010;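 also: plate controls were vehicle for no effect and no enzyme for full effect; nearly all actives have a fitted effect of over 30% in size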
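RECQ1T1 50 nM; forked duplex (20 bp + 30-nt ss tails) 200 nM, ATP 2 mM final; pH 8.0, 2 mM MgCl2, 2.5 ug/ml poly(dI-dC); 15 min compound preincubation; discontinuous kinetic read over 2 h at RT.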
LMNA splice mod: qHTS Assay for Modulators of Lamin A Splicing | AID 1487, 2009 | HeLa LMNA splicing GFP/RFP minigene ratio, 48 h | Potency, µM (top dose mostly 46.1 µM), for the others: at the top dose ratio change, negative = inhibition, hits mostly inhibitors | 200,000 tested, 0.01% active; active = well fitted inhibition curve with a large enough effect in the signal ratio, with a control signal flat, not every such curve was filed as active; inconclusive = small, poorly fitted or top-dose-only effect, or effect the other way, or a change in a side signal; the % refers to the signal ratio; also: % is scaled to controls: 0 for no effect and ±100 for the full control effect
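Read-out is the ratio of GFP to DsRed2 object intensity, acquired by 488 nm laser-scanning cytometry on HeLa lamin A-EGFP minigene reporter cells. Compound incubation 48 hrs at 37 °C in Opti-MEM with 2% FBS; DMSO 0.5% final.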
KinaseGlo FLuc: Counterscreen for Luciferase (Kinase-Glo TM) Inhibition; Luciferin 4-monooxygenase (Photuris pensylvanica), Q27757; Kinase-Glo luciferase, ATP luminescence, 8 min; Potency, µM (top dose mostly 38.3 µM), without a hit: at the top dose activity change, negative = inhibition, hits mostly inhibitors; 200,000 tested, 0.28% active; also: % is scaled to controls: 0 for no effect and ±100 for the full control effect; nearly all actives have a fitted effect of over 60% in size
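Light output from Kinase-Glo luciferase with luciferin and 10 uM ATP in 50 mM imidazole pH 7.2, KCl, MgCl2, Tween 20, BSA; compound pin-delivered, 8-min ambient incubation, then luminescence read.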
JMJD2E inh: qHTS Assay for Inhibitors of Human Jumonji Domain Containing 2E (JMJD2E). Lysine-specific demethylase 4E (Homo sapiens), B2RXH2. JMJD2E catalytic domain, FDH-coupled NADH fluorescence (FDH is formaldehyde dehydrogenase). Potency, µM (top dose mostly 57.1 µM), without a hit: at the top dose activity change, negative = inhibition, hits mostly inhibitors. 230,000 tested, 1.6% active; active = well fitted inhibition curve with a large enough effect, not every such curve was filed as active; inconclusive = small, poorly fitted or top-dose-only effect, or another doubt; inactive = no such curve, though single readings can be large or run the other way;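 also: 0% = wells with enzyme and -100% = buffer wells without enzyme; nearly all actives have a fitted effect of over 50% in size; many of its hits are not listed in these tables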
Target sequence (B2RXH2 1-337 limits assumed): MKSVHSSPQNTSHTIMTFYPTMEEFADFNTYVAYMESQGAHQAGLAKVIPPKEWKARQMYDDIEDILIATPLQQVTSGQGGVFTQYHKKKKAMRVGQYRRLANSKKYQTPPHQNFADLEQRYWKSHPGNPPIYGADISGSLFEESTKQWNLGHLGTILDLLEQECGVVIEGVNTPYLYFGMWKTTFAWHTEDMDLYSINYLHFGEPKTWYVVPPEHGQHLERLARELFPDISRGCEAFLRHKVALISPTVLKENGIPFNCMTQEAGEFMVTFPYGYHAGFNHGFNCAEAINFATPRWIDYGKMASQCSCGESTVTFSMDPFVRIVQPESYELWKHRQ
ALDH1A1 block: qHTS Assay for Inhibitors of Aldehyde Dehydrogenase 1 (ALDH1A1); Potency, µM (highest dose often 75.3 µM), inactives show at the top dose activity, negative = inhibition, actives largely listed as inhibitors; AID 1030, 2008; Aldehyde dehydrogenase 1A1 (Homo sapiens), P00352; Purified ALDH1A1, NADH fluorescence, propionaldehyde substrate; 220,000 tested, 7.3% active; active = well fitted inhibition curve with a large enough effect, not every such curve was filed as active; inconclusive = small, poorly fitted or top-dose-only effect, or another doubt; inactive = no such curve, though single readings can be large or run the other way;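 also: plate controls were no enzyme wells and a reference inhibitor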
Target sequence (P00352 whole entry, looked up): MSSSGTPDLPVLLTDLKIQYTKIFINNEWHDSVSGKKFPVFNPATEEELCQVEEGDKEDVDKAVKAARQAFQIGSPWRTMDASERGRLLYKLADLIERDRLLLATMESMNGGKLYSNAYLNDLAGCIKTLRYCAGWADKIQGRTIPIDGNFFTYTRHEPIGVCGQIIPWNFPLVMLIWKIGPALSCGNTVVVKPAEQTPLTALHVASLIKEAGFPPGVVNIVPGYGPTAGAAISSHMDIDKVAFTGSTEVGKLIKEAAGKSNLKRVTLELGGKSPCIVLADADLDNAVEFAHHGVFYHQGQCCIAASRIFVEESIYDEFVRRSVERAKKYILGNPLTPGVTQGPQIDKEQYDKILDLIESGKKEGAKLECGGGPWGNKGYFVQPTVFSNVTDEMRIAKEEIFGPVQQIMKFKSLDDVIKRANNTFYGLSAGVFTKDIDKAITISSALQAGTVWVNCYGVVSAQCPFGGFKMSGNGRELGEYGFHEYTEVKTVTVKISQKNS
L3MBTL1 block: qHTS Assay for the Inhibitors of L3MBTL1; AlphaScreen L3MBTL1–H3K9me1 peptide binding; 230,000 tested, 0.66% active; Lethal(3)malignant brain tumor-like protein 1 (Homo sapiens), Q9Y468; Potency, µM (doses to about 57.1 µM), inactives show top-dose activity, negative = inhibition, actives largely listed as inhibitors; also: % is scaled to controls: 0 for no effect and ±100 for the full control effect; nearly all actives have a fitted effect of over 60% in size
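First, the protein-peptide complex forms for 30 min at room temperature (L3MBTL1 50 nM, biotinylated H3K9me1 peptide 75 nM). Next, compounds are pin-transferred and incubated 30 min. Finally, AlphaScreen beads are added and read after 30 min.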
Tau ThT inhib: qHTS for Inhibitors of Tau Fibril Formation, Thioflavin T Binding; recombinant tau K18 P301L (four-repeat tau fragment), heparin-induced fibrillization, ThT fluorescence; Potency, µM (top dose mostly 57.4 µM), without a hit: at the top dose activity, negative = inhibition, usual class: inhibitors; 270,000 tested, 2.1% active; AID 1460, 2008; also: % is scaled to controls: 0 for no effect and ±100 for the full control effect; nearly all actives have a fitted effect of over 55% in size
Target sequence (P10636 561-689 P618L limits assumed): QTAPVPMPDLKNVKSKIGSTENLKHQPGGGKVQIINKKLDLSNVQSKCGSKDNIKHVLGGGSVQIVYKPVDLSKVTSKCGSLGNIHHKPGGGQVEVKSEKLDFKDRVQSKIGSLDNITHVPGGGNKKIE
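Recombinant human tau K18 fragment […] carrying P301L, 15 uM unlabeled plus 0.24 uM Alexa 594-labeled, was fibrillized with 20 uM heparin in 100 mM sodium acetate pH 7 for 6 hr at 37 C; 30 uM ThT fluorescence read after 1 hr.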
SMN2 splice up: qHTS Assay for Enhancers of SMN2 Splice Variant Expression; 210,000 tested, 2.8% active; AID 1458, 2008; HEK293 SMN2-luciferase splicing reporter, luminescence, 30-36 h; Potency, µM (highest dose often 46.1 µM), for the others: at the highest dose activity change, positive = activation, most hits filed as activators; also: % of control where 0% means no effect; nearly all actives have a fitted effect of over 55% in size
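HEK293 cells carry an SMN2 minigene-luciferase reporter in which exon 7 inclusion puts luciferase in frame. Cells were seeded at 2000 cells/well, attached for 10-12 hours, then exposed to compounds for 30-36 hours at 37C before ONE-Glo luminescence.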
* marks the source's active call; other numbers are inactive results; i = inactive; ? = inconclusive; . = not tested or not shown; & = joins results of further samples; [ ] = remark or other dose. Unless noted, calls follow the shape of the dose curve; as a rule, active = well fitted curve in the direction sought with a large enough effect; inconclusive = small, poorly fitted or top-dose-only effect, or another doubt; inactive = no such curve, though single readings can be large; an effect the other way counts as inactive or inconclusive. Potency is read from the fitted curve at half-maximal effect. Some of the compounds tested, so the mix of outcomes need not match the whole.

Molecule	L3MBTL1 block	SMN2 splice up	KinaseGlo FLuc	JMJD2E inh	LMNA splice mod	RECQ1 helicase	Tau ThT inhib	ALDH1A1 block
Fc1cccc(NCc2ccoc2)c1	0%	-10%	-3%	-5%	5%	-2%	2%	-1%
CC(C)[C@@H](CC(=O)N[C@@H]1CCCC[C@H]1C(=O)N[C@H](CC(=O)N[C@@H](CCC(=O)O)CC(=O)O)Cc1c[nH]c2ccccc12)NC(=O)C[C@H](Cc1c[nH]c2ccccc12)NC(=O)[C@@H]1CCCC[C@H]1N	.	6%	4%	-21%	.	-9%	-8%	15%
CCOP(=O)(OCC)C(NC(C)=O)C(=O)c1ccccc1 (stereo not given)	-2%	11%	-3%	21%	-1%[46 µM]	-4%	-3%	6%
CSc1cc(-c2ccc(Cl)cc2)c(C(=O)N2CCCC2)s1	-4%	-10%	1%	5%	-8%	i	-12%	?
COc1ccc(N2CCN(C(=O)CCNC(=O)c3ccc(C(C)(C)C)cc3)CC2)cc1	-24%	-27%	5%	-11%	-10%[46 µM]	-6%	-18%	?
O=C(Nc1ccc(F)cc1F)Nc1csc2ccccc12	-9%	.	.	-6%	.	-8%	?	.
Cc1ccc(CCNC(=O)CS(=O)Cc2nc(-c3cccs3)oc2C)cc1 (stereo not given)	-8%	.	.	-5%	.	i	?	.
Cc1nnc(N/N=C/C2CC=CCC2)[nH]c1=O (stereo not given)	-3%	.	0%	-3%	?	-1%	-18%	?
O=C1c2ccccc2C(=O)C1c1nccc2ccccc12	.	0.63µM*	8.9µM*	0%	5%	-11%	1.4µM*	18%
Cc1[nH]c2ccccc2c1C(=O)CN1CCCC1	-8%	3%	-2%	-25%	8%	20%	?	?

Some of the entries so far, with values under each structure:
Every second line gives: L3MBTL1 block | SMN2 splice up | KinaseGlo FLuc | JMJD2E inh | LMNA splice mod | RECQ1 helicase | Tau ThT inhib | ALDH1A1 block
Cc1ccc(CCNC(=O)CS(=O)Cc2nc(-c3cccs3)oc2C)cc1 (stereo not given)
    -8% | . | . | -5% | . | i | ? | .
CC(C)[C@@H](CC(=O)N[C@@H]1CCCC[C@H]1C(=O)N[C@H](CC(=O)N[C@@H](CCC(=O)O)CC(=O)O)Cc1c[nH]c2ccccc12)NC(=O)C[C@H](Cc1c[nH]c2ccccc12)NC(=O)[C@@H]1CCCC[C@H]1N
    . | 6% | 4% | -21% | . | -9% | -8% | 15%

(list continues)
Molecule	L3MBTL1 block	SMN2 splice up	KinaseGlo FLuc	JMJD2E inh	LMNA splice mod	RECQ1 helicase	Tau ThT inhib	ALDH1A1 block
CNC(=O)NC(=O)COC(=O)/C=C/c1cccc(Br)c1	.	21%	-3%	-2%	.	-14%	-8%	1%
CCN(CC)c1ccc(-c2n[nH]c(=S)n2-c2ccccc2C)cc1	?	-33%[inhibitor]	-2%	?	-16%[46 µM]	9%	-15%	?
CCOC(=O)CNC(=O)CSc1nc(N)cc(N)n1	37%[activator][11.4 µM]	.	1%	4%	-1%	0%	7%	9%
Cn1c(=O)c2c(nc(N3CCCCC3)n2CCNC2=NCCC2)n(C)c1=O	12%	-19%	3%	13%	?	10%	-6%	7%
NC(=O)c1nsc(C(=O)N(c2cccc(F)c2)C(C(=O)NCC2CCCO2)c2cccs2)c1N (stereo not given)	.	-6%	-2%	?	?	-14%	?	?
CC[n+]1c(C)cc2c(sc3ccccc32)c1C	?	-25%	0%	?	.	i	-6%	?
Cc1ccc(-n2nc(C)c(C3C(C#N)=C(N)OC4=C3C(=O)CC(C)(C)C4)c2Cl)cc1 (stereo not given)	1%	-6%	1%	1%	?	-20%	?	7%
Cc1cccc(NC(=O)C2CCN(c3nccc(C)n3)CC2)c1	7%	-4%	12%	?	-2%	-4%	-8%	?
CCOC(=O)N1CCN(CCC(=O)Nc2cc(OC)cc(OC)c2)CC1	2%	2%	1%	5%	-12%	-1%	1%	6%
N[C@H](C(=O)O)c1ccc(C(=O)O)c(O)c1	.	3%	3%	?	.	6%	2%&-17%	?
CC(C)OC(=O)CSc1nnc(-c2ccc(Cl)cc2Cl)n1N	.	15%	-1%	4%	-12%	-14%	-8%	2%
COC(=O)/C(C#N)=C/c1c(Oc2cccc(C)c2C)nc2ccccn2c1=O	-7%	.	.	-1%	.	2%	-2%	.
COC(=O)c1cc2sccc2n1Cc1ccc(C)cc1	33%[activator]	.	.	11%	-8%	-11%	-10%	-4%
CC1(C)CC(=O)C(C=NCCN2CCOCC2)=C(O)C1	-4%	19%	-2%	-1%	15%	-1%	0%	?
CC1=CCC(Cc2nc3ccccc3o2)C1(C)C (stereo not given)	-3%	13%	-1%	0%	7%	0%	13%	-4%
CN(C)c1ccc(P(=O)(OC2CCCCC2)C(O)c2ccncc2)cc1 (stereo not given)	2%	.	.	22µM*	.	-5%	?	.
Cc1cccc(Cl)c1NC(=S)NCCc1ccccn1	1%	.	.	4%	.	i	-8%	.
CCOc1cc(/C=C(/NC(C)=O)C(=O)O)cc(Cl)c1OCc1cccc(Br)c1	1%	.	.	0%	.	-3%	-11%	.
C/C(N)=C(/C#N)C(=O)COC(=O)Cc1coc2ccc3ccccc3c12	18%	1%	-1%	?	-11%[9.22 µM]	0%	-10%	?
Cc1ncc([N+](=O)[O-])n1Cc1ccccc1F	8%	-9%	3%	-1%	.	-10%	-3%	0%
COc1ccc(C2=NOC(C(=O)NCc3ccco3)C2)cc1 (stereo not given)	.	26%	-5%	-3%	?	-10%	-14%	22µM*
CC(C)(C)c1nc2cc(Cl)c([N+](=O)[O-])cc2o1	-3%	.	-2%	-4%	?	7%	-8%	-3%
CCN(CCO)C(=O)CC(c1ccccc1)c1cc(Br)ccc1O (stereo not given)	?	-3%	3%	-3%	-16%	-2%	1%	4%
O=P(CO)(Cc1ccccc1)Cc1ccccc1	2%	-1%	-1%	-3%	-3%	-2%	16%	8%
Cc1ccccc1NC(=O)/C(C#N)=C\c1ccsc1	6%	3%	-2%	-7%	?	8%	-16%	-3%
COCCn1c(CN(Cc2ccccc2)Cc2ccccc2)nc2c1c(=O)n(C)c(=O)n2C	-6%	-13%	4%	-6%	15%	-8%	-13%	-31%
Cc1ccc(CN2C(=O)/C(=C3\SC(N4CCOCC4)=NC3=O)c3cc(Br)ccc32)cc1	-4%	-3%	0%	7%	-2%	-3%	-3%	?
CC(C)NS(=O)(=O)c1ccc(OCC(=O)Nc2cccc3ccccc23)cc1	.	-3%	0%	-5%	3%	-8%	-6%	16%
O=C(Cn1cnc2c(nnn2-c2ccccc2)c1=O)NCc1ccco1	-5%	3%	2%	4%	-4%	-1%	-13%	1%
O=C(CNc1cc(S(=O)(=O)N2CCCC2)ccc1OCC(F)(F)F)Nc1cc(Cl)cc(Cl)c1	1%	-26%	-3%	5%	.	6%	1%	-3%

The final 7 entries of the section before are carried over, then new ones follow.
Molecule	L3MBTL1 block	SMN2 splice up	KinaseGlo FLuc	JMJD2E inh	LMNA splice mod	RECQ1 helicase	Tau ThT inhib	ALDH1A1 block
O=P(CO)(Cc1ccccc1)Cc1ccccc1	2%	-1%	-1%	-3%	-3%	-2%	16%	8%
Cc1ccccc1NC(=O)/C(C#N)=C\c1ccsc1	6%	3%	-2%	-7%	?	8%	-16%	-3%
COCCn1c(CN(Cc2ccccc2)Cc2ccccc2)nc2c1c(=O)n(C)c(=O)n2C	-6%	-13%	4%	-6%	15%	-8%	-13%	-31%
Cc1ccc(CN2C(=O)/C(=C3\SC(N4CCOCC4)=NC3=O)c3cc(Br)ccc32)cc1	-4%	-3%	0%	7%	-2%	-3%	-3%	?
CC(C)NS(=O)(=O)c1ccc(OCC(=O)Nc2cccc3ccccc23)cc1	.	-3%	0%	-5%	3%	-8%	-6%	16%
O=C(Cn1cnc2c(nnn2-c2ccccc2)c1=O)NCc1ccco1	-5%	3%	2%	4%	-4%	-1%	-13%	1%
O=C(CNc1cc(S(=O)(=O)N2CCCC2)ccc1OCC(F)(F)F)Nc1cc(Cl)cc(Cl)c1	1%	-26%	-3%	5%	.	6%	1%	-3%
COc1cc2nc(/C=C/c3ccc(N(C)C)cc3)sc2cc1SC	?	-7%	-1%	3%	?	-21%	?	?
CCOC(=O)c1sc(-c2ccccc2)cc1NC(=O)CSc1nnnn1C	-2%	-25%	14%	?	10%	i	-4%	?
CCC(C)NC(=O)c1ccc(-n2c(=S)[nH]c3ccccc3c2=O)cc1 (stereo not given)	-14%	5%	0%	8%	.	-8%	11%	-5%
COC(=O)c1sc(NC(=S)NC(=O)c2ccccc2)nc1C	-12%	-4%	3%	-6%	-12%	-3%	?	-6%
CC[C@H](C)[C@@H](NC(=O)O[C@@H]1C(=O)c2cc(Br)ccc2O[C@H]1c1cccc(OC)c1)C(=O)OC	2%	-3%&2%	1%&3%	9%&-13%	-4%	-11%&-17%	-4%&-18%	?
CSc1cccc(NC(=O)c2nnn(Cc3ccccc3)c2N)c1	-5%	-6%	0%	-1%	0%	-11%	1%	-9%
